Cneo AK release: causes C. neoformans cell lysis. adenylate kinase release luminescence, 4 h; normalised: neutral wells 0, clomiphene wells 100. lysis activity, % at 15 µM. 360,000 compounds, 0.2% hits;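 active = mean lysis activity across replicates of at least 80%, whatever share of replicates individually reach that level; inactive = mean lysis activity below 80%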
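Material: C. neoformans cells; Schedule: 4 h static compound exposure, 37 °C, read 1 h post-reagent; Measured by: adenylate kinase release luminescence; Read-out: signal increase indicating cell lysis; Controls: Clomiphene as positive lysis control.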
GSIS activator: primary screen for activators of insulin secretion dependent on glucose, INS-1E cells, GLuc reporter luminescence. activation, % at 16.6 µM. 370,000 compounds, 0.61% hits. INS-1E GLuc reporter insulin secretion, 2-3 h. AID 743287;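 active = lowest replicate activation of at least 40%, so every replicate reaches that level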;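 also: 0% = median of neutral control wells and 100% = median of IBMX positive control wells; some compounds called inactive have numbers as strong as hits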
PAX8 inh HTS: lowers PAX8-driven luciferase in RMG-I cells; 360,000 compounds, 1.2% hits; RMG-I TPO-luciferase reporter, SteadyGlo, 24 h; inhibition, % at 12.6 µM;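 active = mean replicate inhibition at least 60% with every replicate also reaching 60%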;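 also: luciferase light reporting Pax8 driven TPO promoter activity; plate controls were median of neutral control wells for no effect and mitoxantrone controls for full effect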
ARNT-TACC3 inh: disruptors of human ARNT/TACC3 interaction. 390,000 compounds, 0.66% hits. AlphaScreen His-ARNT PAS-B/GST-TACC3 binding, luminescence; TACC3 fragment carries E629A point mutation. inhibition, % at 9.99 µM. Q9Y6A5;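 active = mean inhibition of replicates at least 50% and at least half of replicates each reaching 50%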;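 also: 0% = complete ARNT plus TACC3 wells and 100% = ARNT alone without TACC3; many hits fall short of the cut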
C2C12 statin: suppressors of simvastatin-induced myotoxicity in C2C12 myotubes; 330,000 compounds, 0.78% hits; rescue of ATP level, % at 7.49 µM; ATP luminescence, 48 h; scaled: DMSO 0, geranylgeraniol control 100; AID 602340;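 active = mean ATP rescue above about 67%, or every replicate alone reaching that limit, limit read from the data, passing the limit was not always enough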;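 also: myotubes were challenged with 10 µM simvastatin during compound exposure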
PGC1a acetyl inh: lowers PGC1a acetylation signal in U2OS cells; AlphaScreen anti-acetyl-lysine; with virally co-expressed GCN5 acetyltransferase; inhibition, % at 15.6 µM; 350,000 compounds, 0.17% hits;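 active = every replicate shows inhibition of at least 40%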;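 also: 0% = neutral control wells and 100% = positive control wells; some results beyond the cut were filed as inactive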
LGR2 antag: blocks bursicon-induced cAMP signaling via Drosophila LGR2 | inhibition, % at 9.99 µM | HEK293 LGR2, CRE-luciferase, bursicon-stimulated, 4 h | 380,000 compounds, 0.35% hits;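 active = drop in luminescence signal, shown as inhibition above about 50% in the replicate tests, limit read from the data, passing the limit was not always enough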;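 also: agonist challenge used bursicon conditioned medium at about half maximal strength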
PglD DTNB: PglD (C. jejuni) enzyme inhibition. purified PglD enzyme, DTNB colorimetric CoA detection. AID 602405. inhibition, % at 12.5 µM. 360,000 compounds, 0.098% hits; in the data active = inhibition above about 16%, passing the limit was not always enough; also: strong numbers were not always called active
* marks the source's active call; other numbers are inactive results; . = not tested or not shown; & = joins results of further samples. Rows were taken by chance. Share with any hit: about 2.9%.

SMILES	PglD DTNB	GSIS activator	C2C12 statin	ARNT-TACC3 inh	PGC1a acetyl inh	Cneo AK release	LGR2 antag	PAX8 inh HTS
O=C1N(c2ccccc2)c2ccccc2C1(O)C(F)(F)F (stereo unspecified)	1	-3	14	2	-4	-1	-1	12
Nc1ccc2[nH]ncc2c1	2	20	2	5	16	0	7	-34
CN1Cc2cc(C(=O)c3ccccc3O)cnc2NC1=O	3	7	15	-1	7	-1	-6	.
N#Cc1c(Nc2ccccc2)c(/C=N/NCCO)c[nH]c1=O	.	1	.	-3	-7	.	-12	7
CC(c1ccccc1)N1C(=O)/C(=C/c2ccncc2)SC1=S (stereo unspecified)	-5	-44	.	6	2	-3	20	2
N#Cc1ccc(NCCc2ccccn2)c([N+](=O)[O-])c1	1	21	-4	13	-1	2	-6	-7
O=Cc1ccc(OCc2cccc(C(F)(F)F)c2)cc1O	.	-6	.	-11	21	.	-25	-19
COc1ccc(Nc2nc(Cl)nc(NCc3ccco3)n2)c(OC)c1	-3	.	3	-3	2	0	.	4
COc1ccc(CCn2c(Br)nc3c2c(=O)[nH]c(=O)n3C)cc1	.	61	-99	7	-3	.	14	.
CCOc1ccc(NC(=O)c2cc3ccccc3cc2O)cc1	-3	4	-35	-5	.	1	-59	-116
CC(=O)Nc1ccc(S(=O)(=O)Nc2nnc(CC(C)(C)C)s2)cc1	.	7	.	-6	.	.	8	16
CCCOc1cc(N)ccc1C(=O)OCCN(CC)CC	1	.	1	5	-7	-1	7	1
O=C(Nc1ccc(S(=O)(=O)N2CCCC2)cc1)c1ccc(Br)o1	-2	1	1	6	.	0	1	-8
Cc1ccc(-n2c(=S)[nH]c3sc4c(c3c2=O)CCc2ccccc2-4)cc1	.	16	.	-6	.	.	-6	-11
Cc1ccc(S(=O)(=O)N2CCN(S(=O)(=O)N3CCCCCC3)CC2)cc1	.	1	.	5	.	.	16	-6
Cc1ccc(Cn2c(NC(=O)c3ccco3)nc3ccccc32)cc1	-8	16	11	-5	15	-3	-6	.
O=C1CN(Cc2ccc(F)cc2)C[C@@H]2[C@@H](c3ccc(Br)cc3)[C@H](CO)N12	.	-3	.	.	-6	.	9	1
O=C(CNc1ccccc1)NN=C1CCCC1	0	-12	6	3	15	7	-15	4
CCc1ccc(-c2cn3c(n2)SCC3)cc1	-2	8	3	-23	-3	-5	-33	-160
Cc1ccc(C(=O)O/N=C(\N)c2ccc(Br)cc2)cc1C	-6	.	-7	0	4	-2	.	.
COc1ccc(/C(O)=C2/C(=O)C(=O)N(Cc3ccco3)C2c2cccs2)cc1 (stereo unspecified)	0	.	47	2	0	6	.	.
C[C@H]1CN([C@@H](C)CO)C(=O)Cc2cc(NC(=O)CCC(F)(F)F)ccc2O[C@@H]1CN(C)C(=O)Nc1ccccc1	0	3	17	-13	0	1	-11	-9
CC1N(C)c2cc(NC(=O)c3cccs3)c(P(=O)(Nc3ccc([N+](=O)[O-])cc3)N3CCOCC3)cc2C1(C)C (stereo unspecified)	.	4	.	3	6	.	-22	11
COc1ccc(-c2cc(C(=O)N3CCN(c4ccccc4)CC3)no2)cc1OC	-2	.	7	2	16	2	.	21
Cc1ccc(CONC(=O)c2cccc([N+](=O)[O-])c2)cc1	-3	.	9	-8	1	-3	-5	-18
CN(C)C(=O)c1cccc(-c2ccc([C@@H]3[C@@H](C#N)N(C(=O)C4CC4)[C@H]3CO)cc2)c1	1	3	-4	2	2	48	-3	20
Cc1ccc(-c2nnn(CC(=O)N(c3ccccc3)C(C(=O)NC(C)(C)C)c3cccs3)n2)o1 (stereo unspecified)	2	34	17	.	-10	0	11	.
Cc1ccc(NC(=O)Nc2ccc3c(c2)OCO3)cc1F	2	-2	.	-10	-6	-12	-89	.
Cc1ccc(NC(=O)Cc2cn(C)c3ccccc23)cc1F	-1	-19	11	.	.	-4	-14	-23
CCOc1ccccc1NCN1C(=O)c2ccccc2C1=O	5	.	3	.	5	-1	12	-8
Cc1ccc(C2C3=C(CCCC3=O)Nc3[nH]c(=S)[nH]c(=O)c32)cc1 (stereo unspecified)	0	.	2	-11	-1	-1	.	-12
COc1ccc(CCNS(=O)(=O)CCNC(=O)c2ccc3c(c2)OCO3)cc1OC	1	11	5	-5	.	4	18	-10
O=C1C(C=NCc2ccco2)=C(O)c2ccccc21	-12	.	15	-2	-2	-6	.	.
CN(Cc1ccccc1)C(=O)CNC(=O)Cn1cnc2ccccc2c1=O	0	.	.	-4	-5	0	.	.
C[C@H]1CN([C@@H](C)CO)S(=O)(=O)c2ccc(C#CC3CC3)cc2O[C@H]1CN(C)Cc1cccc(F)c1	-4	-10	11	-4	-16	26	-23	.
Cc1cc(C)c2nc(-c3ccccc3)ccc2c1	5	9	-5	.	-7	-1	-91	-84
NC(=O)Nc1ccc(C(=O)OCC(=O)Nc2sccc2C(N)=O)cc1	0	9	4	-4	.	-5	8	-35
CCC(=O)N1C[C@@H]2[C@H](c3ccccc31)[C@H](CO)N2C(=O)Nc1ccccc1	1	-6	10	-4	4	49	2	-12
O=C(CCn1c(=O)oc2ccccc21)NCCN1CCOCC1	-3	2	7	-3	.	1	14	5
Cc1noc(C)c1NC(=O)N(C)C[C@H]1OCCCC[C@H](C)Oc2ccc(NS(=O)(=O)c3ccc(Cl)cc3)cc2C(=O)N([C@H](C)CO)C[C@@H]1C	-2	-5	.	-5	2	4	-3	-2
COc1cc(NC(=S)NCCCN2CCOCC2)c(OC)cc1Cl	7	-9	-11	.	-7	-2	-3	8
COc1cc(C(=O)NCC(c2cccs2)N2CCOCC2)ccc1OCc1ccc(Cl)cc1 (stereo unspecified)	2	.	0	.	-6	0	2	99*
CN(C)CC(=O)N1[C@H](CO)[C@@H](c2ccc(C#CC3CCCC3)cc2)[C@@H]1C#N	2	12	4	16	-16	0	9	-14
C[C@H](CO)N1C[C@H](C)[C@@H](CN(C)S(=O)(=O)c2cccs2)Oc2c(NS(=O)(=O)c3ccccc3)cccc2C1=O	1	0&-11	-6	-1	10	-1	-4&-3	-15&11
C[C@@H]1CCCCO[C@H](CN(C)C(=O)Nc2ccc(C(F)(F)F)cc2)[C@H](C)CN([C@@H](C)CO)C(=O)c2cc(NS(=O)(=O)c3ccc(Cl)cc3)ccc2O1	0	2	.	-8	1	0	6	89*
CCC(=O)N1CC[C@@H]2[C@@H](CO)Nc3ccc(C#Cc4cccnc4)cc3[C@@H]21	0	27	-28	2	14	12	10	-16
O=C(O)c1cn(-c2ccc(F)cc2)c2cc(Cl)c(F)cc2c1=O	0	-23	27	-5	-9	3	8	1
Cc1c(NS(=O)(=O)c2cccc(C(=O)NCc3ccco3)c2)c(=O)n(-c2ccccc2)n1C	0	9	-5	-4	3	1	6	13

Looked up above:
Result for Cc1c(NS(=O)(=O)c2cccc(C(=O)NCc3ccco3)c2)c(=O)n(-c2ccccc2)n1C in C2C12 statin: -5
Result for Cc1noc(C)c1NC(=O)N(C)C[C@H]1OCCCC[C@H](C)Oc2ccc(NS(=O)(=O)c3ccc(Cl)cc3)cc2C(=O)N([C@H](C)CO)C[C@@H]1C in PglD DTNB: -2
Result for CCC(=O)N1C[C@@H]2[C@H](c3ccccc31)[C@H](CO)N2C(=O)Nc1ccccc1 in PAX8 inh HTS: -12

Given with values under each structure: 2 of the compounds above
Screens in order – PglD DTNB | GSIS activator | C2C12 statin | ARNT-TACC3 inh | PGC1a acetyl inh | Cneo AK release | LGR2 antag | PAX8 inh HTS
- COc1cc(NC(=S)NCCCN2CCOCC2)c(OC)cc1Cl
  7 | -9 | -11 | . | -7 | -2 | -3 | 8
- O=C(O)c1cn(-c2ccc(F)cc2)c2cc(Cl)c(F)cc2c1=O
  0 | -23 | 27 | -5 | -9 | 3 | 8 | 1

The list continues:
SMILES	PglD DTNB	GSIS activator	C2C12 statin	ARNT-TACC3 inh	PGC1a acetyl inh	Cneo AK release	LGR2 antag	PAX8 inh HTS
CCCCn1c(SCc2c(C)noc2C)nc2cc(S(N)(=O)=O)ccc21	-2	-14	15	29	-22	6	-2	.
O=C(NCc1cccs1)[C@@H]1CSC2c3ccccc3C(=O)N21 (stereo partly specified)	3	.	-6	.	7	0	.	.
Cc1cc(-c2ccc(C)c(S(=O)(=O)NCCc3ccco3)c2)on1	5	-4	8	6	4	-2	9	-262
CC(=O)NC1(c2nnnn2CCOC(=O)Nc2ccc(Cl)cc2)CCCCC1	0	-5	2	9	-6	-2	3	.
CC1CC(C)CN(S(=O)(=O)N2CCCC(C(=O)NCCCN3CCCCC3C)C2)C1 (stereo unspecified)	-6	-12	-9	0	-3	0	4	-12
COc1ccc(CC(=O)NNC(=O)CSc2ccc(C)cc2)cc1	0	7	2	0	8	5	-2	10
Cc1cc(C(=O)NCc2ccco2)c2cc(F)ccc2n1	1	-13	-3	-2	8	1	24	15
CC(C)c1nc(SCC(=O)Nc2ccc3c(c2)OCCO3)n[nH]1	.	18	.	-1	4	.	-6	-2
Cc1sc2ncnc(N3CCCCC3C)c2c1C (stereo unspecified)	-2	.	.	0	.	-1	.	14
O=C(Nc1cccnc1)C1CC(c2ccccc2O)=NO1 (stereo unspecified)	0	17	-21	1	-13	2	19	.
CCOC(=O)N1CCN(C(=O)c2cnn(-c3ccccc3)c2NC(=O)c2ccccc2F)CC1	1	-4	1	18	.	-3	-7	.
Cn1c(=O)c2c(c3ccccc31)OC(=O)CC2c1cccnc1 (stereo unspecified)	.	5	.	-7	.	.	16	-12
S=C(NC1CC1)N1CCc2ccccc2C1	-1	-58	14	1	20	0	13	4
CSc1ccc(CN2CCN(CC=C(C)C)C(CCO)C2)cc1 (stereo unspecified)	.	-21	.	2	-2	.	6	-5
Cc1ccc(C(=O)OC(C)C(=O)Nc2ccc3c(c2)OCO3)c(O)c1 (stereo unspecified)	2	2	44	1	13	0	-2	-34
Cc1ccc(C(C)C)c(OCC(=O)N/N=C2\CC(=O)CC(C)(C)C2)c1	1	-7	2	3	.	0	1	6
CC(C)C(OC(=O)c1cccs1)C(=O)NCCc1ccccc1 (stereo unspecified)	1	-2	2	.	.	-2	0	14
COc1cccc(S(=O)(=O)N(C)C[C@@H]2Oc3ncc(C#CC(C)C)cc3C(=O)N([C@H](C)CO)C[C@@H]2C)c1	4	6	4	2	-3	17	11	-30
O=C(O)CC(=O)Nc1ccccc1C(=O)O	2	.	-1	.	4	0	.	.
COc1ccc(N(C(=O)c2cccc(OC)c2OC)C2C=CS(=O)(=O)C2)c(OC)c1 (stereo unspecified)	-3	-9	14	-8	4	-3	-18	.
CC(C)C[C@H]1CNC(=S)N1C[C@H]1CCCN1C[C@H](Cc1ccccc1)N1C[C@H](Cc2ccc(O)cc2)N(CCc2ccccc2)C1=S	-2	-8	-12	.	-6	0	12	-22
C[C@@H]1CN([C@@H](C)CO)C(=O)c2cccc(NS(=O)(=O)c3ccc(F)cc3)c2O[C@H]1CN(C)S(=O)(=O)c1ccccc1	-2	14	-9	1	-2	-4	21	-7
CSc1nsc(SCC(=O)Nc2ccc(Cl)c(C(=O)O)c2)n1	-3	9	6	-3	.	4	1	-1
CCC(=O)N1CC2(C1)[C@H](c1ccccc1)[C@@H](CO)N2CCC(F)(F)F	.	11	.	.	8	.	-6	13
O=C(c1ccccc1)c1ccsc1C(=O)c1ccccc1	-1	0	-5	.	-10	-1	-3	12
CC(Sc1nnc(C2CC2)n1-c1ccccc1)C(=O)N1CCCC1 (stereo unspecified)	4	6	0	-7	8	-2	-5	4
COc1ccc(-n2c(Cn3nnc4ccccc43)nnc2SCC(=O)O)cc1	-3	.	.	-1	.	0	.	6
CCNC(=O)[C@H]1[C@H](CO)[C@H]2Cn3c(ccc(-c4ccncc4)c3=O)[C@@H]1N2CC1CC1	-1	14	10	2	.	5	-1	2

Bioassay records (PubChem BioAssay)
